ST2 inh: inhibitors of human ST2 (IL1RL1) binding to IL-33 | Q01638 | AlphaLISA ST2-Fc/biotin-IL-33 interaction, 1 h | inhibition, % for hits at 17 µM | actives 2.3% (n = 78,000); in the data active means inhibition above about 30%; inconclusive means mostly about 10% to 28%
Target sequence (Q01638 whole entry, looked up): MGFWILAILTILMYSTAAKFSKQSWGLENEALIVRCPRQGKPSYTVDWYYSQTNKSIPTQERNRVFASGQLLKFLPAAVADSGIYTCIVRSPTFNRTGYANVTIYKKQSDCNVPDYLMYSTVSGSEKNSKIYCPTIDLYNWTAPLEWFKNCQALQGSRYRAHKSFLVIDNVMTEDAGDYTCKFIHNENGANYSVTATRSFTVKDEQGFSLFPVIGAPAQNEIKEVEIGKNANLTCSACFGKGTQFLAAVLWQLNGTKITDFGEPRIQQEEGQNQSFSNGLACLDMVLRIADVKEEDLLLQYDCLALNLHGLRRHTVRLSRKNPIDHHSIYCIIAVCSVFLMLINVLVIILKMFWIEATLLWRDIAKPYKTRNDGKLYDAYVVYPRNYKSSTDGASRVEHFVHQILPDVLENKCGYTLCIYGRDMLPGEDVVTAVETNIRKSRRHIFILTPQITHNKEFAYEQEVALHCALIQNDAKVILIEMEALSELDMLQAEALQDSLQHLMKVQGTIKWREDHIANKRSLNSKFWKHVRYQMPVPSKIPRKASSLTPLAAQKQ
Calls only; i = inactive; u = inconclusive. Not all compounds are listed; rates above refer to the full screens.

SMILES | ST2 inh
O=C(c1cccnc1)N1CC[C@H](c2nc3ccccc3s2)C1 | u
O=C(C1CCCN1)N(Cc1ccccc1)Cc1nccs1 (centres undefined) | i
COc1ccccc1-c1nc(SCC(=O)c2ccc(O)c(O)c2)n[nH]1 | i
CC1=C[C@@H](CN2CCN(c3ccccn3)CC2)[C@H](C(C)C)C[C@H]1Cc1nnc(-c2ccccc2F)o1 | i
O=C(Nc1cccc([N+](=O)[O-])c1)c1ccc(S(=O)(=O)N2CCCCC2)cc1 | i
COc1ccc2[nH]cc(C(=O)N3CCC4(CCCO4)CC3)c(=O)c2c1 | u
O=C(c1cc(COc2ccc3c(c2)CCCC3)on1)N1CCC(c2ccncc2)CC1 | u
O=C(Nc1nc(-c2ccc(F)cc2)cs1)c1cc2ccccc2oc1=O | i
CCOc1ccc2c(c1)CN(c1ccc(C)c(Cl)c1)CO2 | i
Cc1ccc(S(=O)(=O)Nc2ccc3oc(C)c(C(=O)OCc4ccccc4)c3c2)cc1 | i
C=CCOc1ccc(C=Nc2ccc(OC)cc2)cc1 | u
COc1ccc(CCN(C)S(=O)(=O)NCc2ccccc2)cc1OC | u
Cc1cnccc1CN(C)C(=O)c1cccc(NC(=O)C2CCCO2)c1 (centres undefined) | i
COC(=O)[C@@H]1CN(C(=O)c2cccs2)CCN1C(=O)c1cccnc1 | i
N#Cc1ccc([N+](=O)[O-])cc1C#N | i
CCCn1cnc2c1CN(S(=O)(=O)c1ccc(OC)cc1)[C@H](C(=O)OC)C2 | i
O=C(O)C1(S(=O)(=O)c2ccccc2)CC1 | i
CC1(C)CC2CC(C)(CN2S(=O)(=O)c2ccc(N)cc2)C1 (centres undefined) | u
CCSc1nc2c(c(=O)[nH]1)C1(CCCCC1)Cc1ccccc1-2 | i
COC(=O)[C@@H]1C[C@@H](NC(=O)c2ccc3c4c([nH]c3c2)CCCC4)CN1C | i
Cc1cc(Br)ccc1OCC(=O)Nc1ccc(Cl)cn1 | i
Cc1ccccc1OCc1nc(C#N)c(NCc2cccnc2)o1 | u
COc1cc(OC)c(NC(=O)NCCc2nc3cccnc3n2Cc2ccc(C)cc2)cc1Cl | u
CC(=O)N(CN1C(=O)c2ccccc2C1=O)c1ccc(F)cc1 | i
CCOC(=O)C(C)Sc1ncnc2nc[nH]c12 (centres undefined) | i
Cc1cc(C)nc(NC(=O)Cc2ccc([N+](=O)[O-])cc2)c1 | u
COC(=O)c1ccc(CNC(=O)CN2[C@@H]3CC[C@H]2CC(O)C3)o1 (some centres undefined) | u
O=C(O)CCC(=O)Nc1ccccc1 | i
CC1(C)CC(=O)c2cnc3nc4ccccc4n3c2C1 | i
CN(CC(=O)N1CCCC(O)(CO)CC1)Cc1ccccc1F (centres undefined) | u
CCC1CCC(C(=O)NC(C(=O)NCCN2CCOCC2)C(C)C)CC1 (centres undefined) | u
Cc1ccc(-c2ncnn2-c2cccc(Cl)c2C)cc1 | u
O=c1[nH]nc(Cc2cccnc2)n1CCc1ccccc1 | i
Cc1cc(C)n(C(=O)COc2ccc(Cl)cc2C)n1 | i
CC(C)Nc1nc(NC(C)C)nc(OCCOC(=O)c2ccccc2)n1 | u
N#Cc1ccc(C(=O)Nc2ccc(-c3nc4ncccc4o3)cc2)c(F)c1 | i
Cc1nc(NCCN(C)CCc2ccccc2)c2cnn(C)c2n1 | i
Cc1ccc(SC(c2ccco2)C2CCCCC2=O)cc1 (centres undefined) | i
CC(=O)Nc1ccc(-c2nc3ccc(C)cc3s2)cc1 | u
Cc1ccc(NC(=O)Cn2c(-c3ccccc3F)nc3ccccc3c2=O)cc1 | i

Molecules above that have a halogen:
SMILES | ST2 inh
CC1=C[C@@H](CN2CCN(c3ccccn3)CC2)[C@H](C(C)C)C[C@H]1Cc1nnc(-c2ccccc2F)o1 | i
O=C(Nc1nc(-c2ccc(F)cc2)cs1)c1cc2ccccc2oc1=O | i
CCOc1ccc2c(c1)CN(c1ccc(C)c(Cl)c1)CO2 | i
Cc1cc(Br)ccc1OCC(=O)Nc1ccc(Cl)cn1 | i
COc1cc(OC)c(NC(=O)NCCc2nc3cccnc3n2Cc2ccc(C)cc2)cc1Cl | u
CC(=O)N(CN1C(=O)c2ccccc2C1=O)c1ccc(F)cc1 | i
CN(CC(=O)N1CCCC(O)(CO)CC1)Cc1ccccc1F (centres undefined) | u
Cc1ccc(-c2ncnn2-c2cccc(Cl)c2C)cc1 | u
Cc1cc(C)n(C(=O)COc2ccc(Cl)cc2C)n1 | i
N#Cc1ccc(C(=O)Nc2ccc(-c3nc4ncccc4o3)cc2)c(F)c1 | i
Cc1ccc(NC(=O)Cn2c(-c3ccccc3F)nc3ccccc3c2=O)cc1 | i

More compounds.
SMILES | ST2 inh
CS(=O)(=O)NCCOc1ccccc1 | i
O=C(CCN1CCCC1)Nc1ccc2c(c1)OCO2 | i
Cc1cc2c(cc1CNC1CC(=O)N(Cc3cccc(F)c3)C1)OCO2 (centres undefined) | u
O=C(CC1(O)C(=O)Nc2ccc(Cl)cc21)c1ccc(F)cc1 (centres undefined) | i
CCN(C(=O)C(c1ccccc1)c1ccccc1)c1ccccc1 | i
CN(CCc1cn[nH]c1)CC(=O)Nc1nc2ccccc2[nH]1 | i
CN1C[C@@H](NC(=O)c2ccc3c(c2)OCO3)C[C@H]1c1nc(-c2ccc(Cl)cc2)no1 | u
CCC1CCCCN1CCCNC(=O)c1cn(C)c(=O)c2c1c1ccccc1n2C (centres undefined) | i
COc1ccc(NC(=O)CN2C(=O)C3(OCCCO3)c3ccccc32)c(OC)c1 | i
O=C1N(CC(=O)N2CCc3ccccc32)CCN1Cc1ccc(Cl)cc1 | i
Cc1nc(C)c(C(=O)Nc2ccc(Cl)cc2)s1 | i
C=CCNC(=O)C[C@@H]1CCN(C(=O)c2ccccc2)C[C@@H]1CC | i
Cc1cc(OCCCN2CCOCC2)ccc1C(C)C | i
CN(C)c1oc(-c2ccc(Br)cc2)nc1S(=O)(=O)c1ccc(Cl)cc1 | i
COc1ccc(CN2CCCN(CC(=O)Nc3cc(OC)cc(OC)c3)S2(=O)=O)cc1 | i
CCCS(=O)(=O)c1c(S(=O)(=O)CCC)c2c(C)cccn2c1C(N)=O | i
Cc1ccc(CN2CC34C=CC(O3)C(C(=O)NCc3ccc5c(c3)OCO5)C4C2=O)cc1 (centres undefined) | u
CCCCOC(=O)C1=C(C)Nc2nnnn2C1c1cccc(OC)c1 (centres undefined) | i
O=C(NCc1ccco1)N1CCCC(Cn2cc(CCO)nn2)C1 (centres undefined) | u
Cc1cnc(C)c(-c2ccccc2CO)n1 | i

As a working copy, four of the compounds above.
SMILES | ST2 inh
COc1ccc(CN2CCCN(CC(=O)Nc3cc(OC)cc(OC)c3)S2(=O)=O)cc1 | i
CCCS(=O)(=O)c1c(S(=O)(=O)CCC)c2c(C)cccn2c1C(N)=O | i
Cc1ccc(CN2CC34C=CC(O3)C(C(=O)NCc3ccc5c(c3)OCO5)C4C2=O)cc1 (centres undefined) | u
CCCCOC(=O)C1=C(C)Nc2nnnn2C1c1cccc(OC)c1 (centres undefined) | i

(listing goes on)
SMILES | ST2 inh
COc1cc(Br)c(CN2CC(C)OC(C)C2)cc1OC (centres undefined) | u
O=C(N[C@H]1CCN2C(=O)c3cc(-c4ccc(F)cc4F)ccc3NC(=O)[C@H]12)C1CCCC1 | u
O=c1oc2ccc(Cl)cc2nc1C=C(O)c1ccco1 | i
CCOc1ccc(C2CC(=O)N3CN(c4cccc(Cl)c4)CSC3=C2C#N)cc1 (centres undefined) | i
COc1ccc(OC)c(-c2cc(C(=O)Nc3cc(Cl)ccc3OC)no2)c1 | i
COc1cc(/C=C2\C(=O)Nc3ccc(Br)cc32)cc(OC)c1O | i
Cc1ccccc1NCN1C(=O)c2cccc([N+](=O)[O-])c2C1=O | i
CCOCCCNC(=O)CN1C(=O)CSc2cc(S(=O)(=O)N3CCCCCC3)ccc21 | i
Cc1ccc(C(=O)Nc2cccc(OCc3cc(=O)n4ccc(C)cc4n3)c2)cc1 | i
Cc1oc(-c2ccc(Cl)cc2)nc1CN1CCC(C(=O)NC2CCCC(C)C2C)CC1 (centres undefined) | i
CCN(CC)c1ccc(C2C(C(=O)Nc3cc(C)ccn3)=C(C)NC3=C2C(=O)CC(C)(C)C3)cc1 (centres undefined) | i
Cc1ccc(CN2CCC(N3CCC(C(=O)NCc4cccnc4)CC3)CC2)s1 | u
COc1cc(C2C(C#N)=C(N)OC3=C2C(=O)CC(C)(C)C3)cc([N+](=O)[O-])c1O (centres undefined) | i
CC(NC(=O)Cc1ccc(F)cc1)C(c1cccs1)N1CCN(C)CC1 (centres undefined) | i
Cc1nc2ccccc2n1C(=O)c1ccccc1Br | i
CC(=O)Nc1c(-c2ccccc2)c2cc(Br)ccc2[nH]c1=O | i
NC(=O)CC(NC(=O)c1ccco1)C(=O)O (centres undefined) | i
CCc1ccc(N2C(=O)NC3c4ccccc4OC2(C)C3C)cc1 (centres undefined) | u
CCOC(=O)C1(Cc2ccccc2)CCCN(C(=O)NCc2ccccc2)C1 (centres undefined) | u

A different layout for seven compounds above.
compound	ST2 inh
COC(=O)[C@@H]1CN(C(=O)c2cccs2)CCN1C(=O)c1cccnc1	i
N#Cc1ccc([N+](=O)[O-])cc1C#N	i
CCCn1cnc2c1CN(S(=O)(=O)c1ccc(OC)cc1)[C@H](C(=O)OC)C2	i
O=C(O)C1(S(=O)(=O)c2ccccc2)CC1	i
CC1(C)CC2CC(C)(CN2S(=O)(=O)c2ccc(N)cc2)C1 (centres undefined)	u
CCSc1nc2c(c(=O)[nH]1)C1(CCCCC1)Cc1ccccc1-2	i
COC(=O)[C@@H]1C[C@@H](NC(=O)c2ccc3c4c([nH]c3c2)CCCC4)CN1C	i

From PubChem
